SW480 rereplic: A quantitative high throughput screen for small molecules that induce DNA re-replication in SW480 colon adenocarcinoma cells | SW480 DNA re-replication, Hoechst DNA content imaging, 48 h | Potency, µM (doses to about 46.1 µM), inactives show at the highest dose re-replication activation, most hits filed as activators | actives 1.8% (n = 340,000); note: potency is the fitted concentration of half-maximal effect; % of control where 0% means no effect; nearly all actives have a fitted effect of over 55% in size
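Quantitative HTS format with DMSO vehicle controls; 48 hr drug incubation at 37 C, then 40 min Hoechst staining and scanning imager measurement at 405 nm excitation.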
IL1B secr inh: qHTS for Inhibitors of Inflammasome Signaling: IL-1-beta AlphaLISA Primary Screen. AID 743279, 2014. actives 4.7% (n = 360,000). activity change, % at 57.5 µM. THP-1 LPS/ATP IL-1B secretion, AlphaLISA, 16 h; hits give low values; in the data active = activity change below about -50%; inconclusive = mostly about -30% to -49%; note: % is set by controls: 0 for no effect and ±100 for the full control effect
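Secreted IL-1B measured by AlphaLISA bead assay after 16 h compound exposure of THP-1 cells; compounds (final up to 57.5 uM) added 1 h before LPS (250 ng/mL) and ATP (1.25 mM) stimulation; lower signal means less secretion.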
HT1080-NT tox: qHTS for induction of synthetic lethality in tumor cells producing 2HG: qHTS for the HT-1080-NT fibrosarcoma cell line. AID 686970, 2013. HT-1080-NT fibrosarcoma viability, CellTiter-Glo ATP luminescence, 48 h. Potency, µM (top dose mostly 46.1 µM), without a hit: at the highest dose activity, negative = less viability, most hits filed as cytotoxic. actives 1.6% (n = 360,000);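 note: NT is the 2HG producing partner of a matched IDH1 knockdown line; potency is the fitted concentration of half-maximal effect; 0% = DMSO-treated cells and -100% = media-only wells without cells; nearly all actives have a fitted effect of over 55% in size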
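Compounds were tested in concentration-response format on HT-1080-NT cells for 48 hours at 37 degrees C. Cell viability came from CellTiter-Glo luminescence; curves were classified by r2, response magnitude and activity.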
KB-3-1 cytotox: qHTS assay for MDR1-selective chemotherapeutics: Primary screen using the parental adenocarcinoma cell KB-3-1. KB-3-1 viability, CellTiter-Glo ATP luminescence, 72 h. Potency, µM (top dose mostly 46.1 µM), for inactives: at the highest dose activity change, negative = cytotoxic, most hits filed as cytotoxic. actives 1.4% (n = 400,000). AID 1347075, 2019; note: potency is the fitted concentration of half-maximal effect; % is set by controls: 0 for no effect and ±100 for the full control effect; nearly all actives have a fitted effect of over 60% in size
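Luminescent ATP read-out (CellTiter-Glo) measures survival of drug-naive KB-3-1 cells after 72 h compound exposure at 37 °C. Titration series was screened from lowest to highest concentration, with DMSO vehicle plates as background controls.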
MCF10A rereplic: A quantitative high throughput screen for small molecules that induce DNA re-replication in MCF 10a normal breast cells; MCF 10A DNA re-replication, Hoechst nuclear intensity, 48 h; Potency, µM (doses to about 46.1 µM), for the others: top-dose activity, positive = re-replication, hits mostly activators; actives 2.9% (n = 350,000); AID 624296, 2012; note: potency is the fitted concentration of half-maximal effect; % of control where 0% means no effect; nearly all actives have a fitted effect of over 50% in size
HepG2 tox: qHTS for Inhibitors of TGF-b: Cytotox Counterscreen; HepG2 CAGA-GFP viability, ATP luminescence, 18 h; Potency, µM (series often up to 46.1 µM), inactives show at the highest dose activity change, negative = cytotoxicity, hits mostly cytotoxic; actives 0.76% (n = 410,000); AID 588856, 2011; note: potency is the fitted concentration of half-maximal effect; some results filed as inactive show a strong effect at the top dose
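HepG2 CAGA-GFP cells (1000/well, DMEM with 1% FBS) received compound, then TGF-beta at 500 pg/mL final, and were incubated 18 hours at 37 degrees C. Viability was read by CellTiter-Glo luminescence. Media-only wells were set as complete cell-killing and DMSO as no toxicity.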
HT1080 IDH1KD tx: qHTS for induction of synthetic lethality in tumor cells producing 2HG: qHTS for the HT-1080-IDH1KD cell line | HT-1080 IDH1 knockdown viability, ATP luminescence, 48 h | Potency, µM (titrated, usually from 46.1 µM), for inactives: at the top dose activity, negative = toxicity, most hits filed as cytotoxic | actives 2% (n = 360,000) | AID 686971, 2013;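 note: potency is the fitted concentration of half-maximal effect; 0% = DMSO wells and -100% = cell-free medium wells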
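Viability of IDH1-knockdown HT-1080 fibrosarcoma cells was assessed by CellTiter-Glo after 48 h at 37 °C with titrated compound; concentration-effect curves were classified by fit quality and response size.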
S2 tox: Viability Counterscreen for Primary qHTS for Inhibitors of ATXN expression; actives 0.49% (n = 400,000); Potency, µM (highest dose often 56.7 µM), hits mostly cytotoxic; S2 cells (HEK-293 line with an ATXN2-luciferase reporter) viability, CellTiter-Fluor protease fluorescence, 24 h; note: potency is the fitted concentration of half-maximal effect; nearly all actives have a fitted effect of over 40% in size
ATXN2 expr inh: Primary qHTS for Inhibitors of ATXN expression; HEK-293 ATXN2-luciferase reporter, luminescence, 24 h; Potency, µM (titrated, usually from 57 µM), inactives show at the highest dose activity change, negative = inhibition, most hits filed as inhibitors; actives 0.72% (n = 360,000); AID 1745845, 2022; note: potency is the fitted concentration of half-maximal effect; % is set by controls: 0 for no effect and ±100 for the full control effect; nearly all actives have a fitted effect of over 55% in size
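qHTS (up to 57 uM final) was run with 24 h compound exposure of reporter cells at 37 °C. Each well was multiplexed: SteadyGlo luminescence measured ATXN2-luciferase expression after a fluorogenic Gly-Phe-AFC viability readout (25 uM final).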
Active calls of the source: *; i = inactive; ? = inconclusive; / = not tested or not shown; & = joins results of further samples; [ ] = dose if it differs, or a comment. Unless noted, calls come from the whole dose curve; as a rule, active = well fitted curve in the direction sought with a large enough effect; inconclusive = small, poorly fitted or top-dose-only effect, or another doubt; inactive = no such curve, though single readings can be large; an effect the other way counts as inactive or inconclusive. Rows were taken by chance; any-hit rate near 8.9%.

SMILES	SW480 rereplic	IL1B secr inh	HT1080-NT tox	KB-3-1 cytotox	MCF10A rereplic	HepG2 tox	HT1080 IDH1KD tx	S2 tox	ATXN2 expr inh
COc1ccc(NC(=S)NCCc2c(C)[nH]c3ccc(OC)cc23)cc1	-9.4%	-51.8*	6.6%	-6.3%	-10.4%	-14.7%	5.4%	i	12.3%
CCOC(=O)c1c(NC(=S)Nc2ccccc2)sc(C)c1C	-0.9%	0.0	?	-3.0%	-2.1%	-27.2%	?	i	0.9%
O=C(c1ccccc1F)N1CCN(c2cccc(C(F)(F)F)c2)CC1	2.9%	-23.0	-2.4%	-0.9%	?	-23.9%	0.6%	i	-17.7%
Cc1cc(C)nc(NS(=O)(=O)c2ccc(N/C=C\C(=O)c3ccc(Cl)cc3)cc2)n1	-0.2%	41.2	-6.4%	3.9%	?	-20.4%	2.8%	i	-23.5%
C#CCOCCOCCOCCNc1nc(N2CCN(C(=O)CCCCCCCCCCNC(=O)[C@H](CCCCN)n3cc(C)nn3)CC2)nc(N2CCN(C(=O)CCCCCCCCCCNC(=O)[C@H](CCCCN)n3cc(CCCC(=O)O)nn3)CC2)n1	-5.7%[9.22 µM]	0.0	0.7%	4.6%	7.7%	8.4%	3.2%	i	7.1%
COC(=O)c1c(NC(=O)c2ccccc2N(C)S(=O)(=O)c2ccccc2)sc2c1CCCC2	11.6µM*	19.9	?	4.61µM*	?	4.9%	?	i	-23.1%
Cc1ccc(-n2c(SCC(=O)Nc3ccc(Cl)cc3)nc(O)cc2=O)cc1	?	12.9	2.6%	14.9%	6.7%	-7.6%	-0.6%	i	1.5%
NC(=O)c1cc2cc(Br)ccc2oc1=NCc1ccccc1	21.8%	-64.6*	0.4%	-21.3%	11.0%	-0.2%	-5.6%	i	4.6%
CC(=O)N1CCN(C(=O)c2ccc(Cl)c(S(=O)(=O)N3CC(C)OC(C)C3)c2)CC1 (configuration not stated)	0.1%	-1.3	-2.1%	24.0%	-0.3%	-10.7%	-1.1%	i	-4.1%
OC(c1ccc(F)cc1)c1nc(-c2ccncc2)cs1 (configuration not stated)	/	60.9	-14.4%	0.0%	/	-4.1%	?	?	-7.4%
O=C(NCC1CCCN(C(=O)CN2CCCCC2)C1)c1ccccc1Cl (configuration not stated)	5.9%	19.2	0.0%	0.7%	6.0%	13.0%	-0.3%	i	57.9%[activator]
CCOC(=O)C(=NCCCN(C)C)NNc1ccc(Br)cc1	-72.8%[inhibitor]	20.7	?	-3.7%	?	-20.7%	-18.8%	i	/
CCOC(=O)C1(C)NC(c2ccccc2F)C2C(=O)N(c3cccc(C(C)=O)c3)C(=O)C21 (configuration not stated)	18.2%	13.1	?	-9.3%	?	8.5%	-0.7%	i	-2.9%
O=C(Nc1ncccc1Cl)c1ccccc1F	?	3.6	14.3%	0.5%	-5.6%	-3.0%	-0.6%	i	28.2%
O=C(O)c1c2c(nc3ccc(S(=O)(=O)N4CCC(C(=O)NCc5ccc(Cl)cc5)CC4)cc13)CCCC2	-0.2%	2.1	29.6%	-4.2%	0.5%	-2.3%&-3.9%	2.3%	i	7.1%
OCC[C@H]1C[C@H](O)[C@@H](O)[C@@]2(OCCCc3ccccc32)O1	-7.0%	20.8	?	20.1%	2.5%	5.8%	10.3%	i	6.4%
CCCC(C1=C(O)CC(C)(C)CC1=O)C1C(=O)CC(C)(C)CC1=O (configuration not stated)	0.2%	-3.8	8.0%	-6.9%	24.3%	-8.7%	0.7%	i	0.9%
COC(=O)c1cc(Cl)cc(Cl)c1OS(=O)(=O)N(C)C	5.9%	2.6	-7.4%	0.8%	-3.1%	-20.1%	-14.7%	i	-22.8%
CCN(CC)S(=O)(=O)c1ccc(NN=C2CCN(C)CC2)c([N+](=O)[O-])c1	-8.6%	-8.6	-19.2%	?	15.1%	-28.5%	-20.3%	i	-20.0%
Cc1cc(C)c(S(=O)(=O)c2cccc(C)c2C)c(=O)[nH]1	1.7%	-2.1	4.8%	3.3%	-6.7%	1.0%	1.6%	i	-12.3%
Cc1nn(Cc2ccccc2)c(C)c1CNC(=O)[C@H](C)N=C1NS(=O)(=O)c2ccccc21	-21.9%	-13.3	3.3%	4.1%	-1.0%	3.1%	7.9%	i	5.7%
COc1cc(C)c(Br)cc1S(=O)(=O)NCc1ccncc1	-0.4%	21.9	0.0%	-24.2%	22.2%	-27.5%	?	i	-19.4%
CCn1c(C(=O)N2CCCC(C(=O)NCCCc3ccccc3)C2)cc2sccc21 (configuration not stated)	10.7%	?	4.8%	-7.9%	?	-10.4%	-1.0%	i	-21.8%
O=C(Cn1cc(C(F)(F)F)ccc1=O)N1CCCc2ccccc21	-4.0%	-7.6	6.5%	5.8%	0.0%	5.0%	17.0%	i	-0.8%
O=C(NCC1(N2CCOCC2)CCCCC1)c1cccc(S(=O)(=O)N2CCc3ccccc3C2)c1	5.6%	-9.6	-5.2%	-9.0%	14.6µM*	-26.5%	-16.2%	i	-21.6%
CCOc1ccc(-c2noc(CSc3nnc(Cc4ccccc4)n3-c3ccc(F)cc3)n2)cc1	/	/	/	-7.0%	/	-22.1%	/	i	5.3%
N#Cc1ccc(NCC(=O)Nc2ccc3c(c2)OCCO3)cc1	-5.4%	-9.0	0.1%	-0.1%	-42.7%[inhibitor]	-1.5%	1.9%	i	6.7%
Cc1ccc(C)c(NC(=O)CSc2ncc3c(n2)-c2ccccc2N(Cc2ccccc2C)S3(=O)=O)c1	/	/	/	0.4%	/	5.2%	/	i	9.4%
Cc1cc(Br)ccc1NC(=O)CNC(=O)CN1C(=O)NC2(CCCCCC2)C1=O	-1.5%	-2.7	25.8%	-8.8%	-3.9%	1.7%	0.0%	i	-21.3%
O=S(=O)(Nc1cccc(Br)c1)c1cccc2nsnc12	2.1%	0.6	-5.7%	1.7%	?	-0.3%	-2.2%	i	-7.1%
CC(Sc1n[nH]c(=O)n1Cc1ccccc1)C(=O)NC1CCCCC1C (configuration not stated)	-0.9%	7.5	4.8%	-3.3%	-2.2%	10.1%	4.4%	i	5.1%
O=C(CSc1nnc(-c2cccnc2)o1)c1cc2ccccc2oc1=O	-7.5%	14.9	3.1%	-9.9%	?	-6.3%	2.2%[9.24 µM]	i	-0.5%
N#Cc1ccc(-c2nc3ccc(Br)cn3c2Cc2cccc(Cl)c2)cc1	/	-28.7	-9.5%	-4.1%	/	-34.8%	-19.5%	i	10.8%
COc1cc(C(C(=O)NC2CCCC2)N(C(=O)Cc2cccs2)C2CC2)cc(OC)c1OC (configuration not stated)	-3.4%	-2.3	18.1%	0.4%	-0.6%	-2.1%	-3.8%	i	-17.3%
O=C(Nc1nc2ccccc2[nH]1)c1ccc(F)c(S(=O)(=O)N2CCOCC2)c1	-0.1%	-0.9	9.3%	-15.4%	-9.9%	-2.5%	1.1%	i	43.2%[activator]
Cc1cc(C)c2nc(NNC(=O)c3cc(-c4cccs4)nc4ccccc34)sc2c1	?	115.3	?	-31.0%	?	-26.4%	?	i	?

Only SW480 rereplic and ATXN2 expr inh, for some of the entries so far:
SMILES	SW480 rereplic	ATXN2 expr inh
CCOc1ccc(-c2noc(CSc3nnc(Cc4ccccc4)n3-c3ccc(F)cc3)n2)cc1	/	5.3%
N#Cc1ccc(NCC(=O)Nc2ccc3c(c2)OCCO3)cc1	-5.4%	6.7%

The list goes on.
SMILES	SW480 rereplic	IL1B secr inh	HT1080-NT tox	KB-3-1 cytotox	MCF10A rereplic	HepG2 tox	HT1080 IDH1KD tx	S2 tox	ATXN2 expr inh
CCN(CC)C(=O)C1CCN(S(=O)(=O)c2ccc(-n3cnnn3)cc2)CC1	-80.0%[inhibitor]	16.3	2.7%	-6.3%	-28.4%	-4.9%	1.4%	?	-34.2%
COc1ccc(C(=O)NC(=S)NC2CCCCC2)cc1	3.0%	30.3	-10.8%	0.8%	7.5%	-18.2%	-6.9%	i	52.9%[activator]
CCn1c(COc2ccccc2)nnc1SCC(=O)Nc1cc(C)ccc1OC	-0.8%	-7.8	7.6%	4.0%	-1.9%	-18.1%	-24.4%	i	-6.6%
O=C1NC(=O)/C(=C/c2ccc(OS(=O)(=O)c3ccc(F)cc3F)cc2)N1	17.1%	74.1	?	3.9%	22.3%	-21.7%	-13.0%	i	-13.4%
COc1ccc(CNS(=O)(=O)c2cc(-c3cc(C)no3)ccc2OC)cc1OC	-35.0%	4.0	9.9%	?	0.3%	0.1%	11.2%	i	-8.2%
CCOC(=O)c1c(NC(=O)CSC(=S)N2CCOCC2)sc(C)c1C	3.7%	0.0	-5.7%	-9.3%	16.1%	-10.7%	-21.9%	i	-14.4%
CC(C)N=C(Nc1ccccc1)c1cccnc1	-19.5%	21.9	-7.5%	4.3%	-176.3%[0.0737 µM]	3.6%	-23.1%	i	-21.8%
CCc1nc2ccc(C(=O)N3CCN(C(=O)c4ccco4)CC3)cn2c1N(C)C(=O)c1cccc(OC)c1	/	-2.9	-1.0%	0.0%	/	-9.6%	2.6%	i	0.4%
O=C(C[C@H]1C[C@@H]2c3cc(NC(=O)C4CCC4)ccc3O[C@@H]2[C@H](CO)O1)NC1CCCCC1	/	13.0	4.9%	6.3%	/	31.1%	10.6%	i	-3.4%
Cc1ccc(C(=O)NNC(=O)c2ccncc2)cc1C	13.7%	0.0	8.8%	3.1%	-0.1%	0.4%	11.9%	i	-7.0%
COc1ccc(NC(=O)CN(C)C(=O)c2sc3cc(Cl)ccc3c2Cl)cc1	-1.9%	-1.5	7.0%	23.8%	14.0%	-6.3%	1.1%	i	1.4%
COCCN=C(NS(=O)(=O)c1cccs1)c1ccccc1Cl	2.2%	0.9	15.9%	1.5%	11.3%	2.2%	7.5%	/	/

Bioassay records deposited in PubChem by National Center for Advancing Translational Sciences (NCATS).
